Screening data from PubChem.
sPLA2-III inh: human group III sPLA2 inhibitors, primary screen, biochemical, QFRET, BODIPY PC-A2 liposome substrate; QFRET BODIPY PC-A2 liposome hydrolysis, fluorescence; Group 3 secretory phospholipase A2 (Homo sapiens), Q9NZ20; inhibition, % at 12.2 µM; 370,000 tested, 0.56% active; AID 743126, 2013;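 active = inhibition above mean plus 3 SD of compounds lying within the high and low control bounds, cut at about 19% in these data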;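 note: 0% = median of test compound wells and 100% = no enzyme DMSO wells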
DAX1 inh-1: DAX1 (NR0B1) inhibitors, primary screen, cell-based, HEK293, Gal4-DAX1, luciferase luminescence | Nuclear receptor subfamily 0 group B member 1 (Homo sapiens), P51843 | HEK293 Gal4-DAX1 luciferase reporter | inhibition, % at 6.75 µM | 340,000 tested, 0.99% active | AID 504766, 2011;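 active = inhibition above the mean over all tested compounds plus 3 SD, cut at about 4.2% in these data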;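 note: 0% = DAX1-transfected cells with DMSO and 100% = empty-vector control cells with DMSO; inhibition shows as a rise in luminescence from relieved DAX1 repression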
FXN GAA850 act: FXN promoter activators, primary screen, cell-based, luciferase luminescence, HEK293 lucGAA850. AID 540364, 2011. 360,000 tested, 0.56% active. HEK293 lucGAA850 FXN promoter luciferase reporter, 24 h; percent of 10 µM SAHA response. activation, % at 6 µM;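 active = activation above the average of all compounds screened plus 3 SD, cutoff fixed separately per campaign, cut at about 7.5% in these data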;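 note: 0% = DMSO wells and 100% = 10 µM SAHA wells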
ssDAF12 agonist: S. stercoralis DAF-12 nuclear receptor activators, primary screen, cell-based, luminescence, HEK293, GRIP1 co-expression, lit1-tk-luc; activation, % at 6.8 µM; 370,000 tested, 1% active; HEK293 ssDAF-12/GRIP1 lit1-tk-luc reporter; % of 3 µM dafachronic acid response; Nuclear hormone receptor DAF-12 (Strongyloides stercoralis); AID 652126, 2013;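 active = activation above the mean over all tested compounds plus 3 SD, cut at about 0.9% in these data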;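 note: 0% = DMSO-only wells and 100% = 3 µM delta7-dafachronic acid wells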
GC-B act: human GC-B receptor activators, primary screen, HEK293 GC-B cells, cGMP TR-FRET, EC30 CNP | Atrial natriuretic peptide receptor 2 (Homo sapiens), P20594 | 0% at EC30 CNP, 100% saturating CNP | activation, % at 10 µM | 370,000 tested, 0.11% active | AID 1920062, 2024;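 active = activation at 10 µM reaching about 35% in either raw or pattern-adjusted values, limit read from the data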
Target sequence (P20594 whole entry, looked up): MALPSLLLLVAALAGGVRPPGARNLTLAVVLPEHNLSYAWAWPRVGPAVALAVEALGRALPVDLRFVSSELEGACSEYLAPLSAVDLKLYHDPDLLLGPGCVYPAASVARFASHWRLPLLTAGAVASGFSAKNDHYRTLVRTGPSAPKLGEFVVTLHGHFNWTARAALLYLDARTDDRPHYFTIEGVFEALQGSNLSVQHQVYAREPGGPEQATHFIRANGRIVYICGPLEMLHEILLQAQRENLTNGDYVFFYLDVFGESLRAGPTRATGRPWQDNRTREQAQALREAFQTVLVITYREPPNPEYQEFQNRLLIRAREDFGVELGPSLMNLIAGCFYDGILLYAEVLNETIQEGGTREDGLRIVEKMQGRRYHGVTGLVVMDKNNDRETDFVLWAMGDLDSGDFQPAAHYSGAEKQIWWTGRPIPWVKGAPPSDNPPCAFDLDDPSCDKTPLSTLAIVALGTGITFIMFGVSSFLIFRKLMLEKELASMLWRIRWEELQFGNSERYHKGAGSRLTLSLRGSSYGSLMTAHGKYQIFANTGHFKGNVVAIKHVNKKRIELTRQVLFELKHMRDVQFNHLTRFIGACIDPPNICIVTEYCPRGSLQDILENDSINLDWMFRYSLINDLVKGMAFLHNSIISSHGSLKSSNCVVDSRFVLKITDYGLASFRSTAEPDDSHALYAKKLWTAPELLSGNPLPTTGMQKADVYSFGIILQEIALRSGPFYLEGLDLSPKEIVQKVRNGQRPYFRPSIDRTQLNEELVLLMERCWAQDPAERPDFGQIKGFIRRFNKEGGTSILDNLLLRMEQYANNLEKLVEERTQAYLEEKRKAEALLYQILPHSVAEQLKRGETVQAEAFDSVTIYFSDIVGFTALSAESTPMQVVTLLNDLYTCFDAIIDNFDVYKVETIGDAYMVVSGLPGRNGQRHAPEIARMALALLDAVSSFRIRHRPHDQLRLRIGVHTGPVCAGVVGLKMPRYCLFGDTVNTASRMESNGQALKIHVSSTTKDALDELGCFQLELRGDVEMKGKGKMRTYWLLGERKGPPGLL
hcDAF-12 act: H. contortus DAF-12 nuclear receptor activators, primary screen, cell-based, luminescence, HEK293, lit1-tk-luc reporter | AID 652067, 2013 | activation, % at 6.8 µM | 370,000 tested, 1.4% active | HEK293 hcDAF-12 lit1-tk-luc reporter; 0% DMSO, 100% Δ7-dafachronic acid;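 active = activation above the mean of all tested compounds plus 3 SD, cut at about 5.5% in these data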;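 note: 100% = response to 3 µM Δ7-dafachronic acid high control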
hgDAF12 agonist: H. glycines DAF-12 receptor agonists, primary screen, cell-based, luminescence, HEK293, GAL4 fusion, UAS-luciferase. Nuclear hormone receptor DAF-12 (Heterodera glycines), GAL4 fusion. HEK293 GAL4-hgDAF12 UAS-luciferase reporter, agonist luminescence; normalized to butyrate control. activation, % at 6.8 µM. 370,000 tested, 1.8% active;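 active = activation above a cutoff set at the mean of all screened compounds plus 3 SD, cut at about 10% in these data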;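 note: 0% = DMSO wells and 100% = sodium butyrate wells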
KLK7 zymogen act: proKLK7 zymogen activators, primary screen, biochemical, fluorescence intensity; 370,000 tested, 0.9% active; purified proKLK7, EDANS-DABCYL substrate fluorescence; 100% is mature enzyme control, 0% vehicle; activation, % at 7 µM; Kallikrein-7 (Homo sapiens), P49862; AID 652039, 2013;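 active = activation above the mean of all tested compounds plus 3 SD, computed per campaign excluding outliers beyond control limits, cut at about 13% in these data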
GC-A act: GC-A stimulated cGMP production enhancers – HEK293 GC-A cells, cGMP TR-FRET, EC30 ANP, primary screen; Atrial natriuretic peptide receptor 1 (Homo sapiens), P16066; 0% at EC30 ANP, 100% saturating ANP; activation, % at 10 µM; 370,000 tested, 0.14% active; in the data active = activation above about 40%
DAX1 inh-2: DAX1 (NR0B1) inhibitors on StAR promoter, primary screen, cell-based, luminescence, SF-1 (NR5A1), full-length DAX-1 | HEK293T StAR-luciferase reporter, SF-1/DAX-1 repression relief | inhibition, % at 6.8 µM | 370,000 tested, 1.1% active | AID 652010, 2013;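 active = inhibition above the mean over all tested compounds plus 3 SD, cut at about 3.6% in these data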;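 note: 0% = DAX-1 cells with DMSO and 100% = cells lacking DAX-1 with DMSO; higher inhibition means more luminescence from relief of DAX-1 repression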
SMARCA2 act: SMARCA2 (BRM) function activators, primary screen, cell-based, luminescence, high throughput; activation, % at 9.1 µM; MG213 cells, MMTV-luciferase reporter, dexamethasone, overnight; 370,000 tested, 1% active; in the data active = activation above about 7.8%;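 note: 0% = vehicle wells and 100% = reference activator wells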
Active calls of the source: *; nt = no result given.

SMILES	sPLA2-III inh	DAX1 inh-1	FXN GAA850 act	ssDAF12 agonist	GC-B act	hcDAF-12 act	hgDAF12 agonist	KLK7 zymogen act	GC-A act	DAX1 inh-2	SMARCA2 act
COC(=O)[C@H](N[C@H](/C=C/c1ccccc1)[C@@H](O)Cc1ccccc1)c1ccccc1	-11	nt	nt	-0.8	-4	-1.8	-0.3	0.6	36	-0.6	-3
Cc1ccccc1Nc1scc(-c2ccc(Cl)cc2)[n+]1-c1ccccc1C	0	0.4	-0.4	0.1	2	0.3	1.3	-0.6	0	0.0	-1
CC1Cc2ccccc2N1C(=O)c1cc2c(=O)n3ccccc3nc2n1C (stereo unspecified)	0	-0.9	-6.7	-1.9	-3	-2.3	-4.3	1.9	7	-1.8	-2
O=C(O)C(=Cc1ccc([N+](=O)[O-])cc1)CCc1ccccc1	0	1.0	0.2	-1.2	-5	-0.9	-1.1	0.3	-2	-1.3	-2
Cc1cc2nc(-c3cccc(Cl)c3)c(Cc3ccsc3)n2c(C)c1Br	8	nt	nt	-0.7	-4	1.4	-1.1	-0.1	-11	-0.1	-1
CCCCN(CCCC)NC(=O)c1ccccc1	-2	-1.1	0.9	-1.2	1	-0.5	-4.0	-0.1	-4	0.2	-1
Cc1ccc2nc3c(cc(C(=O)NCC4CCCO4)c(=N)n3C3CCCC3)c(=O)n2c1 (stereo unspecified)	2	-0.3	3.9	-1.2	-5	-1.0	3.4	81*	15	0.0	8.8*
COc1cccc(C(=O)C(=O)c2cccc(OC)c2OC)c1OC	-7	0.2	1.8	-1.1	1	-0.4	-1.0	-0.5	-1	-0.2	2
COc1cc(Nc2ccc(C(=O)O)cc2[N+](=O)[O-])cc(OC)c1	9	0.7	-2.0	-1.6	-4	0.9	1.4	0.0	-1	0.1	-2
CC(=O)c1sc(NC(=O)c2ccc(F)c(S(=O)(=O)N3CCOCC3)c2)nc1C	12	0.3	1.2	-0.5	-5	-0.8	-2.7	-0.2	-5	0.1	-3
CC(C)(C)OC(=O)C[C@H]1C/C=C\C[C@H](CC(=O)N(CCO)Cc2ccccc2)C(=O)NC[C@H](c2ccccc2)OC1=O	-6	0.0	-1.9	-1.1	2	-1.7	0.2	0.4	1	0.1	-1
Cc1nn(-c2ccccc2)c2c1C(c1ccc([N+](=O)[O-])cc1)C(C#N)=C(N)O2 (stereo unspecified)	3	1.2	-0.2	-0.5	-2	0.5	-1.1	0.4	-3	-0.5	-1
COc1ccc(NC(=O)CN(C)C(=O)c2ccc(C)s2)cc1	-3	-0.2	2.0	-1.3	-1	-0.5	1.4	-0.6	2	0.2	-1
O=C(NCCCc1ccccc1)C1CCC(=O)N(Cc2ccc(Cl)cc2)C1 (stereo unspecified)	-2	-0.1	1.1	-0.2	5	-0.1	0.5	0.2	-2	0.5	3
CC(C)(C)c1cc(-c2ccccc2)n[nH]1	-1	2.6	1.6	-1.4	6	-0.3	1.6	-0.6	2	1.4	-1
Cc1ccc(NC(=O)Nc2ccccc2CC[N+](=O)[O-])cc1	-35	nt	1.2	-0.2	-4	5.8*	5.8	0.4	0	0.0	2
O=C(C1=C[C@H](C2CC2)C[C@H](OCc2ccc(CO)cc2)O1)N1CCN(Cc2ccc3c(c2)OCO3)CC1	-8	-0.5	1.0	-1.8	3	-3.0	-2.6	0.4	1	-0.6	-2
COc1cc(C(=O)OCC(=O)N(C)c2ccccc2)cc(OC)c1OC	10	-0.4	-0.1	-0.8	-2	-2.8	1.6	-1.0	4	-0.4	-2
O=C(NN=C1CCCC1)c1cc(Br)ccc1O	0	0.1	3.1	-1.2	7	1.3	1.4	1.9	-1	1.4	-2
CNc1ccc(-c2cccc(C(=O)N3CCOCC3)c2)cn1	-5	nt	-0.4	-1.0	-1	1.6	0.3	0.8	-1	0.4	1
COc1ccc(S(=O)(=O)N(C)CC(=O)Nc2cccc(C(C)=O)c2)cc1Cl	-7	1.5	1.4	-2.0	2	0.1	-1.9	0.6	2	-0.2	-2
CC(C)(C)CC(C)(C)N=C1Nc2ccccc2NC12C[C@H]1CCC(=O)N3CC[C@@H](C2)[C@@H]13 (stereo partly specified)	8	1.3	-6.7	-1.4	-8	-0.3	0.6	0.7	-7	-0.1	-1
COc1ccc(/C=C/C(=O)N(C)c2ccccc2C(=O)O)cc1	2	1.1	0.3	-1.4	2	1.7	3.0	0.7	-5	0.0	1
CS(=O)(=O)N(CC(=O)NCc1ccc(Cl)cc1)C1CCCCC1	4	-0.1	-1.8	-1.2	-2	-1.1	-1.3	-0.2	-3	-0.4	-1
Cc1ccc2nc(SCC(=O)NCc3ccco3)[nH]c2c1	2	-0.1	1.3	-0.7	1	-0.7	-0.1	0.6	1	0.0	-1
CSc1nsc(SCC(=O)Nc2ccc(NC(C)=O)cc2)n1	-9	-1.4	0.8	0.1	-3	1.8	0.8	-0.6	-1	0.3	-1
CC(C)(C)OC(=O)NC1CCN(S(=O)(=O)c2ccc3c(c2)OCCO3)CC1	2	2.2	1.1	-1.5	-1	-2.6	-1.4	0.2	5	-1.1	-2
COc1ccc([N+](=O)[O-])cc1NCc1ccccc1C	10	-1.2	6.1	-1.4	5	-1.9	0.5	0.4	-1	0.2	2
CCN(CCCNC(=O)Cn1ncc2c([nH]c3ccccc32)c1=O)Cc1ccccc1	0	0.7	1.2	-0.9	-3	0.0	-0.9	-1.1	-1	0.5	5
CCCS(=O)(=O)Nc1cccc(-c2nc3cccnc3s2)c1	-11	0.0	6.0	-1.4	-5	0.7	5.7	-0.3	-1	0.3	6
COCCNC(=O)C1(C)CCCN(Cc2cccc(F)c2)C1 (stereo unspecified)	-1	nt	-0.1	-0.9	-1	-1.3	1.1	0.0	0	-0.1	0
CCCCCn1c(CN2CCN(C(=O)c3ccco3)CC2)nc2c1c(=O)n(C)c(=O)n2C	16	0.9	1.8	-1.4	-8	-1.0	-2.7	0.5	3	1.0	-1
CN(C)CCCN(C(=O)c1cc(Cl)sc1Cl)c1nc2cc3c(cc2s1)OCO3	0	1.1	0.8	0.2	-16	3.3	3.4	1.0	-24	4.1*	1
CCN(C(=O)Cn1c(=O)oc2ccccc21)C1CCS(=O)(=O)C1 (stereo unspecified)	8	1.6	1.0	-1.5	nt	-0.7	-1.8	-0.3	nt	-0.2	1
Cc1cccnc1NC(=O)c1c(O)c2cccc3c2n(c1=O)CCC3	-5	3.3	-0.5	0.4	1	1.8	-0.2	-0.3	0	-0.7	2
N/C(=N\OC(=O)c1cccc(Cl)c1)c1ccccn1	-5	-4.5	-0.5	0.9	-1	13*	10	-1.0	6	3.9*	4
COc1ccc(-c2ccc3c(c2)S(=O)(=O)c2cccc(C(=O)NC4CCCC4)c2C3=O)cc1OC	5	1.0	-0.3	-1.2	4	-1.7	-0.6	0.1	2	-0.7	2
O=C(O)c1ccc(NCCc2ccc(Cl)cc2)c([N+](=O)[O-])c1	-17	0.4	-0.5	-1.2	-5	-0.7	-0.6	0.2	-3	0.1	-2
CC(C)N1CCN(Cc2cccn2-c2nccs2)CC1CCO (stereo unspecified)	1	0.5	3.8	-0.8	4	0.4	-2.9	0.6	2	0.1	3
CCn1c(=O)c(C(=O)NNS(=O)(=O)c2ccc(NC(=O)OC)cc2)c(O)c2ccccc21	-3	0.7	-1.5	-0.9	-7	-1.4	1.4	-0.2	7	-0.1	-1
COc1ccc(Cl)cc1N1C(=O)CC(N2CCN(S(=O)(=O)c3ccccc3F)CC2)C1=O (stereo unspecified)	1	-1.1	-1.0	-0.7	-3	0.4	0.3	-0.7	-2	-0.3	0
CSc1nnc(CCNS(=O)(=O)c2ccccc2Br)n1C	2	-1.5	1.3	-0.8	3	-0.5	3.6	0.1	0	0.0	0
Cc1cc(Cl)c(OCCOCCN2CCCC(C)C2)c(Br)c1 (stereo unspecified)	-11	1.6	-2.5	-1.7	-7	-0.9	-1.2	-0.5	-3	0.4	-4
CC1CCN(CCCNC(=O)C2CCN(S(=O)(=O)N3CCCCC3)CC2)CC1	3	0.3	1.9	-1.1	-4	-1.3	-0.5	0.7	-2	1.0	0
O=C(CSc1nc(-c2ccco2)cc(C(F)(F)F)n1)N1CCN(c2ccc(Cl)cc2)CC1	8	-0.8	1.7	-1.4	-13	1.5	-0.6	-0.1	-5	0.7	0
Cc1ccc(NC(=O)Cn2nnc(C(=O)NCc3cccs3)c2N)c(C)c1	3	0.5	1.4	-1.1	6	1.4	1.4	-0.1	3	0.0	5
CCCNC(=O)C1(C)CCCN(Cc2ccc(Oc3ccccc3)cc2)C1 (stereo unspecified)	-2	nt	-1.3	-1.4	5	-2.0	-1.2	0.0	-2	-1.2	-1
Cc1ccc(C)c(Cn2nnc3c(=O)[nH]c(C4CCN(S(=O)(=O)c5ccc(S(=O)(=O)NC6CC6)cc5)CC4)nc32)c1	-72	-0.8	-0.7	-0.6	-1	-2.8	0.4	0.4	-1	-0.4	-1
CCOC(=O)C1(CCOc2ccccc2)CCN(Cc2ccncc2)CC1	-5	-1.1	2.0	-1.4	1	-1.2	-2.3	-0.5	3	-0.3	-4
Cc1occc1-c1nnc(SCC(=O)N(C)C)o1	0	1.4	2.9	-0.8	5	0.4	0.7	0.3	4	-0.3	-2
N#Cc1nc(Cc2cccc3ccccc23)oc1NCc1ccc(F)cc1	-10	-0.1	1.7	-1.4	2	-1.1	-2.5	-0.7	-3	-0.2	-1
CCN(CC)CC(=O)Nc1sc2c(c1C(=O)c1ccccc1OC)CCC2	2	-0.9	0.3	-1.8	-5	-1.8	-0.9	0.5	0	-0.5	-1
COc1ccc(Cc2nnc(NC(=O)c3ccc(F)cc3)s2)cc1OC	7	0.7	0.4	-1.4	2	-0.9	-0.9	0.9	0	-0.2	-2

Ordered by length of the SMILES (ascending): 3 of the compounds above
SMILES	sPLA2-III inh	DAX1 inh-1	FXN GAA850 act	ssDAF12 agonist	GC-B act	hcDAF-12 act	hgDAF12 agonist	KLK7 zymogen act	GC-A act	DAX1 inh-2	SMARCA2 act
CSc1nnc(CCNS(=O)(=O)c2ccccc2Br)n1C	2	-1.5	1.3	-0.8	3	-0.5	3.6	0.1	0	0.0	0
Cc1cc(Cl)c(OCCOCCN2CCCC(C)C2)c(Br)c1 (stereo unspecified)	-11	1.6	-2.5	-1.7	-7	-0.9	-1.2	-0.5	-3	0.4	-4
CC1CCN(CCCNC(=O)C2CCN(S(=O)(=O)N3CCCCC3)CC2)CC1	3	0.3	1.9	-1.1	-4	-1.3	-0.5	0.7	-2	1.0	0
